ER stress rescue: rescue of cells from ER stress-induced death, primary screen, 384-well, CSM14.1, thapsigargin, ATP luminescence (AID 1222); one-dose cellular ATP content (survival), % at 20 µM; EC50 in µM for titrated hits; CSM14.1 thapsigargin-induced death rescue, ATP luminescence; higher % means a stronger effect; 190,000 tested, under 10 active;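 active = EC50 below 50 µM in the dose-response confirmation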;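 note: death triggered by thapsigargin at about 15 µM added after 2 h compound pretreatment; cell ATP read after overnight thapsigargin exposure of roughly 18 to 22 hours; normalized against plate controls of thapsigargin alone and 5% DMSO vehicle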
Hep lipid drop: hepatic lipid droplet formation modulation | actives 0.4% (n = 240,000) | inhibition, % at 6.5 µM | AML12 mouse hepatocytes, oleate lipid droplets, BODIPY imaging;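 active = lipid droplet intensity inhibited by at least 50%, with more than 500 cells counted; inconclusive = wells with under 300 cells, treated as cytotoxic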
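System: AML12 hepatocytes (mouse). Probe or stimulus: oleic acid at 100 µM to induce lipid droplet formation. Times: overnight treatment with compound plus oleate. Detection: Image-based BODIPY and DAPI two-channel analysis. Evaluation: percent inhibition of filter-corrected integrated lipid droplet intensity per well.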
UTI89 phage lysis: inhibition of K1F phage lysis, E. coli UTI89, bacterial capsule biogenesis inhibitors, alamar blue (AID 488966); E. coli UTI89 K1F phage lysis, alamar blue, 2 h; higher % means a stronger effect; inhibition, % at 100 µM, or IC50 in µM where a hit was titrated; actives 0.02% (n = 340,000);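 active = phage lysis inhibition, versus mean bacterial control, above a set limit; inconclusive = no clear call, values can overlap the other calls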;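 note: capsule biogenesis inhibitors block K1F phage lysis so surviving cells raise fluorescence; higher fluorescence means more inhibition of phage lysis; actives were called in the ten point dose series up to 300 µM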
WT yeast gro inh: growth inhibition of WT yeast, mitochondrial fusion screen; AID 1362; mitochondrial fusion phenotypic screen, WT strain; actives 2.1% (n = 190,000); inhibition, % at 10 µM; in the data active = inhibition above about 58%; tested in S. cerevisiae
M1AAP inhibition: malaria alanyl aminopeptidase activity blockers – biochemical, fluorogenic H-Leu-NHMec substrate, 1536-well (AID 1445); actives 0.42% (n = 220,000); recombinant M1AAP, H-Leu-NHMec fluorogenic kinetic assay; higher % means a stronger effect; inhibition, % at 30 µM, or IC50 in µM where a hit was titrated;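 active = primary inhibition above the hit cutoff, then over 50% inhibition at one or more dose response concentrations, cut at about 23% in these data, passing the limit was not always enough; inconclusive = conflicting primary data, or primary hits not chosen for dose response; inactive = low primary inhibition, or under 50% at every dose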;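 note: plate controls were DMSO full reaction for no effect and no enzyme background for full effect; strong numbers were not always called active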
TNAP activators: human TNAP enzyme activators, primary screen, biochemical, luminescent, no phosphate acceptor, uHTS (AID 1001); actives 0.03% (n = 200,000); purified TNAP, luminescent activation assay, no phosphate acceptor; higher activation fold means a stronger effect; activation fold at 20 µM, or EC50 in µM where a hit was titrated; in the data active = activation fold from about 3, or a potency from the dose series; inactive = the rest, 99 in 100 with activation fold below about 1.6; note: many of its hits are not listed in these tables
human PMI inhibition: MPI enzyme activity inhibition – biochemical, fluorescence intensity, coupled assay, primary screen (AID 1209); one-dose inhibition, % at 20 µM; IC50 in µM for titrated hits; actives 0.42% (n = 190,000); purified PMI enzyme, coupled fluorescence intensity; higher % means a stronger effect;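 note: plate controls were DMSO vehicle for no effect and wells lacking substrate for full effect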
Myeloid diff 2: compounds promoting myeloid differentiation; actives 1% (n = 360,000); AID 624256; calls only at 10 µM; ER-HoxA9 myeloid progenitors, lysozyme-GFP differentiation, flow cytometry;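 active = normalized GFP-positive differentiation at or above the plate's own cutoff, the solvent-only control mean plus 3 SD; inconclusive = no clear call, values can overlap the other calls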;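 note: cells exposed to compound for four days before flow analysis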
human PMI inhibitors: human PMI inhibitors, high substrate, primary screen, biochemical, fluorescence intensity, high mannose 6-phosphate (AID 1220); recombinant PMI enzyme, coupled fluorescence intensity; higher % means a stronger effect; inhibition, % at 20 µM, or IC50 in µM where a hit was titrated; actives 0.66% (n = 190,000)
WT yeast gro inh mutant strain: further read-out of WT yeast gro inh, marked with its call; inhibition, %; mitochondrial fusion phenotypic screen, mutant strain inhibition
Hep lipid drop cells 6.5 µM: also measured in Hep lipid drop; calls as there; cell count; measured here: cell count, cytotoxicity flag;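 cells counted across two imaged fields per well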
Myeloid diff 2 GFP+ MAC1+ %: also measured in Myeloid diff 2; calls as there; GFP+ MAC1+ double positive, %; measured here: differentiation confirmed by MAC1 staining
* = called active by the depositor; i = inactive; ? = inconclusive; / = not tested or not shown; [ ] = remark or other dose. Cut-off read from the data, not from the text of the source, unless noted: active = inhibition above about 50%; inactive = the rest. This is a random part of the collection; overall some 4.6% were active at least once.

no.	compound	ER stress rescue	Hep lipid drop	Hep lipid drop cells 6.5 µM	UTI89 phage lysis	WT yeast gro inh	WT yeast gro inh mutant strain	M1AAP inhibition	TNAP activators	human PMI inhibition	Myeloid diff 2	Myeloid diff 2 GFP+ MAC1+ %	human PMI inhibitors
1	Cc1ccnc2nc(C(=O)NC3CCCc4ccccc43)nn12 (stereo unspecified)	1.2%	-14	697	0.1%	-14	4	6%	1.1	5%	i	0.9	5%
2	CCOC(=O)C1CCN(C(=O)COc2ccc(Cl)cc2C)CC1	-0.5%	7	787	-0.1%	-10	-15	-2%	1	10%	i	0.8	7%
3	CCOC(=O)C1=C(C)N=C2SCCC(=O)N2C1c1ccc(OC)cc1 (stereo unspecified)	-1.0%	-4	533	/	-11	-2	5%	1	/	/	/	/
4	Cc1ccc(C(=O)COC(=O)c2cccs2)cc1	-4.7%	-4	640	0.4%	7	-5	9%	1.1	-5%	i	0.9	-5%
5	Cc1cc(C)n(C(=O)CNC(=O)CCc2ccccc2)n1	0.3%	/	/	0.2%	-7	-5	-7%	1.1	5%	i	0.9	0%
6	CCNC(=S)Nc1cccc([N+](=O)[O-])c1	5.4%	0	638	/	-4	7	6%	1.1	-6%	/	/	-3%
7	CCN(CC)CCCNc1cc(C)nc2cc(-c3cccs3)nn12	0.8%	4	692	0.7%	4	-12	12%	1.2	/	i	0.6	/
8	COc1ccc(Nc2nc(N)nc(CSC(=S)N3CCC(C)CC3)n2)cc1	-2.9%	5	631	7.3%	31	-15	6%	1	29%	i	0.3	19%
9	COc1ccc(N(C(=O)Cn2nnc3ccccc32)C2(C(=O)NC3CCCC3)CCCCC2)cc1	1.9%	/	/	7.4%	-10	-11	3%	1.1	-2%	i	2.5	-1%
10	O=C(CN1CCN(Cc2ccccc2Cl)C1=O)NC1CCCCCC1	0.1%	-2	762	5.8%	1	20	4%	1.2	-2%	i	0.8	-5%
11	Cc1cc2ncc(S(=O)(=O)C(C)(C)C)c(N)n2n1	-0.3%	/	/	5.6%	-20	7	1%	1.1	2%	i	0.6	13%
12	O=C(COC(=O)c1ccccc1C(=O)N1CCN(c2ccccc2)CC1)NCc1ccccc1	-0.9%	-23	716	0.0%	7	-5	1%	1.1	10%	i	0.6	4%
13	Cc1ccccc1OCC(=O)NC(=S)Nc1ccc(N2CCCC2)cc1	2.7%	3	711	-0.2%	-15	21	5%	0.9	-1%	i	0.2	9%
14	CC(CN1CCOCC1)OC(=O)c1ccc2c(c1)OCCO2 (stereo unspecified)	-1.9%	/	/	0.1%	39	32	1%	1	-22%	i	0.3	-30%
15	CC(C)NC(=O)c1c2c(nc3ccccc13)CCCC2	2.7%	16	730	0.8%	16	0	-10%	1.1	1%	i	1.1	9%
16	COc1ccc(C(=O)C2CCCN(C(=O)c3ccc4cc[nH]c4c3)C2)c(C)c1 (stereo unspecified)	-1.5%	-18	714	0.2%	9	3	1%	1	5%	i	1.0	-2%
17	O=C(OCc1nnc(-c2ccccc2)o1)c1cc(=O)c2ccccc2o1	-0.6%	/	/	1.0%	-16	-17	0%	1	2%	i	0.8	6%
18	Cc1csc(C(C#N)C(=O)c2cc3ccccc3o2)n1 (stereo unspecified)	-8.1%	/	/	0.0%[50 µM]	14	3	14%	1.1	5%	i	7.5	2%
19	O=C(NCCCN1CCOCC1)c1ccccc1-c1ccccc1	2.3%	-8	782	1.5%	74*	-5.9*	2%	1	20%	i	2.7	12%
20	O=C(Nc1nnc(C2CC2)s1)c1cc(S(=O)(=O)N2CCN(c3ccccc3)CC2)ccc1Cl	-0.7%	/	/	5.3%	-21	1	33%	1.1	-2%	i	5.5	10%
21	O=C(O)c1ccc(F)c(S(=O)(=O)Nc2ccccc2Cl)c1	-1.8%	1	761	4.2%	10	13	9%	1.1	10%	i	1.2	6%
22	CCOc1ncccc1C(=O)Nc1cccc(-c2nnc3n2CCCCC3)c1	0.2%	-8	673	0.2%	-10	0	5%	1.1	-6%	i	0.1	-8%
23	CCCCC(=O)Nc1ccc(C(=O)Nc2cc(C(F)(F)F)ccc2Cl)cc1	-0.5%	-16	375	3.7%	6	-6	5%	1.1	15%	i	0.7	5%
24	COc1cc(Cl)ccc1NC(=S)N(CCN1CCOCC1)C1CCN(C(C)=O)CC1	0.6%	21	756	-0.3%	1	13	-1%	1.1	-4%	i	0.7	-2%
25	C/C(=N\NC(=O)Cc1cccc2ccccc12)c1ccncc1	12%	19	707	-1.4%	7	-9	6%	1.1	-18%	i	0.5	-3%
26	COc1ccc2sc(SCCCS(=O)(=O)O)[n+](CCCS(=O)(=O)[O-])c2c1	-1.2%	7	727	0.2%	-4	8	1%	1.1	-29%	i	1.0	-65%
27	Cc1nc2ccccc2n1CC(O)COc1ccc(Br)cc1 (stereo unspecified)	4.6%	0	720	0.9%	23	2	2%	1	16%	i	0.9	11%
28	Cc1cc(C(=O)OCC(=O)Nc2cc(S(=O)(=O)N3CCOCC3)ccc2Cl)c(C)o1	0.6%	/	/	2.2%	-1	-4	13%	1.1	4%	i	1.2	-5%
29	Cc1onc(-c2ccccc2)c1C(=O)N/N=C(\N)COc1ccc(Cl)cc1	-2.1%	-1	666	0.1%	-18	6	-8%	1.3	2%	i	0.6	3%
30	CCC(C(=O)NCc1ccccc1OC)c1ccccc1 (stereo unspecified)	/	-37	673	-0.1%	-7	-22	-5%	1	-18%	i	1.1	-16%
31	N#Cc1c(/N=C/c2cc3ccccc3s2)sc2c1CCC2	-3.6%	0	734	0.3%	6	3	9%	1	12%	i	0.7	12%
32	O=C(CNCCC1=CCCCC1)Nc1ccccc1N1CCCCC1	/	103*	474*	3.6%	34	18	9%	1	12%	i	7.8	-1%
33	Cc1ccc(C(=O)N2CCN(c3ccc(NC(=O)CSc4ccc(Cl)cc4)cc3)CC2)cc1	-1.1%	0	741	1.6%[50 µM]	0	-16	0%	1.1	-4%	i	0.1	-3%
34	COc1ccc(/C=N/NC(=O)CNC(=O)c2ccc(S(=O)(=O)N3CCCC3)cc2)c(OC)c1	/	-24	690	0.3%	7	8	5%	1	-3%	i	0.5	3%
35	Cc1cc(C)n(C(=O)c2ccc(S(=O)(=O)N3CCCC3)cc2)n1	-1.3%	-2	757	0.3%	8	12	9%	1.1	1%	i	0.7	-7%
36	COc1nnc(-c2ccc(N3CCOCC3)c(NC(=O)C3CCCCC3)c2)c2ccccc12	0.1%	/	/	0.3%	-4	4	12%	1	4%	i	1.2	3%
37	Cc1ccccc1C1CC(c2cccs2)=NN1S(C)(=O)=O (stereo unspecified)	-0.3%	6	661	-2.7%	-20	-14	-11%	1.2	0%	i	0.1	2%
38	CSc1nc(Oc2cccc(C(F)(F)F)c2)cc(C(F)(F)F)n1	-1.2%	/	/	0.3%	-6	-9	6%	1.1	10%	i	0.7	12%
39	CCC1(c2ccccc2)NC(=O)N(Cc2cccc([N+](=O)[O-])c2)C1=O (stereo unspecified)	0.8%	3	713	0.0%	-24	7	1%	1.1	4%	i	0.7	2%
40	CCOC(=O)C1=C(C)N=C2c3ccccc3C(=O)C2C1c1ccccc1 (stereo unspecified)	-1.2%	/	/	3.1%	0	16	6%	0.9	6%	i	1.0	12%
41	CC(C)Oc1ccc(/C(O)=C2/C(=O)C(=O)N(CCCn3ccnc3)C2c2cccnc2)cc1 (stereo unspecified)	-3.4%	14	697	0.6%	-8	1	4%	1.1	14%	i	1.2	3%
42	Cc1ccc(C2=NN(C(=O)CCCC(=O)O)C(c3ccco3)C2)cc1 (stereo unspecified)	0.9%	31	710	-0.7%	-14	-2	8%	1.1	2%	i	0.1	8%
43	Cc1cc(N2C(=O)CC(Cc3ccccc3)C2=O)no1 (stereo unspecified)	0.3%	/	/	2.3%	2	-4	4%	1	2%	i	1.0	9%
44	Cc1ccc(OCC(O)Cn2c(=N)n(CCN3CCCCC3)c3ccccc32)cc1 (stereo unspecified)	-2.6%	-39	570	8.2%	3	8	-3%	1.1	9%	i	0.9	10%
45	CC1CC(=O)NN=C1c1ccc(N(C)C)c([N+](=O)[O-])c1 (stereo unspecified)	0.6%	-6	627	6.1%	-7	3	7%	1.1	5%	i	4.3	2%
46	CCCCn1nc(-c2ccccc2)c2nc3ccccc3nc21	2.3%	/	/	/	-4	-4	8%	1.1	12%	/	/	6%
47	C/C(=N\NC(=S)Nc1c(C)cccc1C)c1cc2ccccc2o1	-2.7%	/	/	0.4%	49	25	9%	1.1	-2%	i	0.5	1%
48	COc1cccc(C2C3=C(CC(C)(C)CC3=O)Nc3cc4c(cc32)OCO4)c1 (stereo unspecified)	-0.6%	/	/	2.3%	-6	15	10%	0.9	4%	i	1.6	6%
49	O=C(COC(=O)c1cc(-c2ccncc2)nc2ccccc12)Nc1ccc2c(c1)OCO2	1.0%	-5	536	/	13	3	1%	1.2	-3%	/	/	12%
50	COc1ccc(-c2ccc(CCC(=O)O)n2CC2CCCO2)cc1 (stereo unspecified)	-1.8%	5	707	-0.3%	-8	-5	6%	1.1	12%	i	0.2	-5%
51	Cc1cc(C)c(C#N)c(SCC(=O)N2CCCCC2)n1	0.2%	11	700	?	-12	-12	8%	1.1	-23%	i	0.5	-40%
52	O=C(COC(=O)CCc1nc2ccccc2c(=O)[nH]1)NC1CCS(=O)(=O)C1 (stereo unspecified)	1.3%	2	744	2.9%	1	4	4%	1.1	5%	i	0.3	4%

Individual results from the list:
cpd 26 @ Hep lipid drop = 7
cpd 10 @ human PMI inhibition = -2%
cpd 37 @ human PMI inhibition = 0%
cpd 42 @ WT yeast gro inh = -14

Part of the list above in order of SMILES length, rising.
no.	compound	ER stress rescue	Hep lipid drop	Hep lipid drop cells 6.5 µM	UTI89 phage lysis	WT yeast gro inh	WT yeast gro inh mutant strain	M1AAP inhibition	TNAP activators	human PMI inhibition	Myeloid diff 2	Myeloid diff 2 GFP+ MAC1+ %	human PMI inhibitors
46	CCCCn1nc(-c2ccccc2)c2nc3ccccc3nc21	2.3%	/	/	/	-4	-4	8%	1.1	12%	/	/	6%
52	O=C(COC(=O)CCc1nc2ccccc2c(=O)[nH]1)NC1CCS(=O)(=O)C1 (stereo unspecified)	1.3%	2	744	2.9%	1	4	4%	1.1	5%	i	0.3	4%
33	Cc1ccc(C(=O)N2CCN(c3ccc(NC(=O)CSc4ccc(Cl)cc4)cc3)CC2)cc1	-1.1%	0	741	1.6%[50 µM]	0	-16	0%	1.1	-4%	i	0.1	-3%
